KOR beta-arrestin-1: KOR agonists, beta-arrestin recruitment, primary screen, cell-based, luminescence, uHTS (AID 1777); Kappa-type opioid receptor (Homo sapiens); KOR beta-arrestin recruitment, luminescence; higher % means a stronger effect; one-dose activation, % at 10 µM; EC50 in µM for titrated hits; hit rate 0.02% among 280,000; in the data active means activation above about 50%, passing the limit was not always enough; further: a part of the inactive calls stands beside numbers as strong as those of hits
KOR beta-arrestin-2: KOR antagonists, beta-arrestin recruitment, cell-based, luminescence, uHTS (AID 1778). Kappa-type opioid receptor (Homo sapiens). KOR beta-arrestin recruitment, luminescence, antagonist mode; higher % means a stronger effect. inhibition, % at 10 µM, or IC50 in µM where a hit was titrated. hit rate 0.091% among 290,000; further: strong numbers were not always called active
AID2073: inhibitors of Mint1-CaV2.2 protein interaction, biochemical, HTRF (AID 2073); Voltage-dependent N-type calcium channel subunit alpha-1B (Homo sapiens); HTRF protein-protein interaction, Mint1-CaV2.2; higher % means a stronger effect; inhibition, % at 20 µM, or IC50 in µM where a hit was titrated; hit rate 0.19% among 290,000; in the data active means inhibition mostly above about 51%, no sharp cut-off; further: some results filed as inactive read as strong as hits
HIV peptide binding: inhibitors of HIV fusion peptide binding, primary screen, biochemical, uHTS, fluorescence dequenching (AID 1986) | cell-free peptide binding, fluorescence dequenching, 30 min; higher % means a stronger effect | inhibition, % at 20 µM, or IC50 in µM where a hit was titrated | hit rate 0.3% among 290,000; in the data active means inhibition mostly above about 52%, no sharp cut-off; inactive means mostly below about 76%; further: some results filed as inactive read as strong as hits
Yfh1-depleted yeast: enhancers of respiration in Yfh1-depleted yeast, dose response, Friedreich's ataxia, plus single-dose screen (AID 1465) | fold induction at 50 µM; hits with a dose series show EC50 in µM | S. cerevisiae Yfh1-off respiration, WST-1 reduction, 72 h; higher fold induction means a stronger effect | hit rate 0.074% among 220,000;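 active means fold induction of absorbance versus untreated yeast above a set limit, then at least 30% activation at any dose in follow-up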;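 further: activators that raise dye reduction in frataxin-depleted yeast; strong numbers were not always called active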
Dengue-2 NS5 capping: Dengue-2 NS5 methyltransferase inhibitors, primary screen, biochemical, confirmation dose response (AID 588689). one-dose inhibition, % at 25 µM; IC50 in µM for titrated hits. Genome polyprotein (Dengue virus type 2 (strain 16681-PDK53)). Dengue-2 NS5 methyltransferase capping enzyme assay, biochemical; higher % means a stronger effect. hit rate 0.3% among 340,000; in the data active means a potency from the dose series
West Nile virus CPE: West Nile virus antiviral activity, cell-based, CPE readout (AID 1621). West Nile virus-infected cells, CPE inhibition; higher % means a stronger effect. CPE inhibition, % at 10 µM, or IC50 in µM where a hit was titrated. hit rate 0.02% among 290,000; in the data active means a potency from the dose series; further: strong numbers were not always called active
NOD1 NF-kB reporter: NOD1 signaling inhibitors, primary screen, cell-based, luminescence, uHTS (AID 1578). one-dose inhibition, % at 4 µM; EC50 in µM for titrated hits. hit rate 1% among 290,000. NOD1-driven NF-kB luciferase reporter cells, luminescence; higher % means a stronger effect; in the data active means inhibition mostly above about 36%, no sharp cut-off; inactive means mostly below about 34%;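 further: HEK-293T reporter cells stimulated with the NOD1 agonist gamma-tri-DAP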
HEK293 NOD2/NF-kB: NOD2 signaling inhibitors, cell-based, luminescence, uHTS, HEK293 (AID 1566); hit rate 0.63% among 290,000; HEK293 NOD2/NF-kB luciferase reporter, luminescence; higher % means a stronger effect; inhibition, % at 4 µM; hits with a dose series show EC50 in µM; further: many of its hits are not listed in these tables
Dengue-2 NS5 capping pilot replicate: second read-out of Dengue-2 NS5 capping, no call of its own (marks repeat the call); inhibition, %; measured here: pilot screen replicate inhibition
Starred values were filed as active, the others as inactive; i = inactive; x = not tested or not shown; [ ] = another dose, or the depositor's remark. Unless noted, no stated cut-off is given here; in the data, active means inhibition above about 50%; inactive means the rest. Some of the compounds tested, so the mix of outcomes need not match the whole.

SMILES | KOR beta-arrestin-1 | KOR beta-arrestin-2 | AID2073 | HIV peptide binding | Yfh1-depleted yeast | Dengue-2 NS5 capping | West Nile virus CPE | NOD1 NF-kB reporter | HEK293 NOD2/NF-kB | others
O=C(Nc1ccc2c(c1)OCO2)C1CCCN(S(=O)(=O)Cc2ccccc2)C1 (configuration not stated) | 5.8% | 10% | -8% | -0.4% | i | 6% | -0.3% | 3% | -10%
CCCOc1ccc(C(=O)NCCO)cc1 | -2.3% | -4% | 2% | -0.1% | i | -4% | 0.3% | -32% | -13%
CN(C)C(=O)c1ccc(NC(=O)c2sccc2-c2ccccc2)cc1 | 1.6% | -19% | 16% | -2.1% | x | 3% | -0.5% | 12% | 6%
COCCCN1CC(=O)N2C(c3ccccc3)c3[nH]c4ccccc4c3C[C@H]2C1=O (some centres not stated) | -2.2% | -4% | 7% | 0.8% | x | -5% | -1.6% | 3% | 10%
Cc1ccc(N(C(=O)c2csnn2)C(C(=O)NC(C)(C)C)c2cccs2)cc1 (configuration not stated) | 2.6% | -4% | 3% | -0.6% | i | 1% | -1.1% | 7% | 15%
NC(=O)CSc1nc2c(sc3ccccc32)c(=O)n1CCCN1CCOCC1 | -5.2% | 13% | -6% | 0.7% | i | -7% | 0.1% | 10% | 7%
O=C(Nc1ccccc1C(F)(F)F)C1CC(=O)N(c2ccccc2F)C1 (configuration not stated) | -3.3% | -15% | -1% | 0.3% | i | -7% | 0.6% | 12% | 22%
Cc1ccccc1N(CC(=O)NCCc1ccccc1)C(=O)c1ccc(N2CCCC2)nc1 | 2.5% | 34% | -4% | -1.6% | i | 3% | -0.6% | 0% | 3%
CC(=O)N1CCOc2ccc(S(=O)(=O)NCc3ccc(Cl)cc3)cc21 | -3.0% | -31% | -2% | -0.5% | x | -10% | -1.1% | -23% | 12%
NC(=O)c1ccc(OCC2CCCO2)cc1 (configuration not stated) | 3.1% | 2% | 22% | -1.7% | x | -4% | 0.2% | -31% | -13%
CCOC(=O)c1sc(NC(=O)Nc2ccccc2F)nc1C | 5.0% | 15% | 17% | -1.4% | i | -8% | -0.7% | 4% | 4%
Cc1cc(C)n2c(SCCN3C(=O)c4ccccc4C3=O)nnc2n1 | -4.7% | 27% | 10% | 2.7% | i | 0% | -0.1% | -7% | 19%
O=S(=O)(c1ccccc1)c1nc(-c2cccc(Cl)c2)oc1N1CCOCC1 | 0.9% | -12% | 8% | -1.1% | x | -2% | -0.4% | -1% | 5%
COc1ccc(C(=O)OCC(=O)NCCCc2ccccc2)c(OC)c1 | 0.6% | -27% | 14% | 1.1% | x | -6% | -0.1% | -12% | 16%
O=C(Nn1c(SCc2ccc(F)cc2)nc2ccsc2c1=O)c1ccccc1 | -1.4% | -26% | -2% | -2.5% | i | -5% | -1.1% | -6% | 13%
CN(/N=C/C=C/c1ccccc1)c1cc(=O)n(C)c(=O)[nH]1 | 10% | 39% | 1% | 1.4% | i | 3% | 0.1% | -33% | 13%
CC(C)(C)S(=O)(=O)/C(C#N)=N/Nc1ccc(Cl)cc1 | -2.5% | -21% | -4% | 4.7% | i | x | -1.4% | 4% | 26%
O=C(CN1C(=O)c2ccccc2C1=O)OCCOCCN=C1NS(=O)(=O)c2ccccc21 | -1.2% | 7% | 6% | -1.7% | i | 5% | 0.2% | -18% | 12%
CCCCOC(=O)CCNc1n[nH]c(=O)[nH]c1=O | 6.7% | -22% | -2% | -1.0% | i | 0% | 1.1% | -9% | 9%
CCC1(C)NC(=O)N(/N=C/c2ccc(C)s2)C1=O (configuration not stated) | 0.2% | 25% | 5% | -1.8% | x | -1% | 0.2% | -17% | -23%
COc1ccccc1N1CCN(C(=O)CN2C(=O)c3ccccc3S2(=O)=O)CC1 | -1.8% | 12% | 14% | 0.0% | i | 8% | 0.4% | -6% | 27%
O=C(NCCCN1CCOCC1)C(=O)NCc1ccccc1Cl | 0.4% | -6% | 0% | 2.8% | x | 2% | x | -30% | 17%
COC(=O)c1c(NC(=O)c2ccccc2N(C)S(=O)(=O)c2ccccc2)sc2c1CCCC2 | 3.7% | -3% | 24% | 0.8% | i | 1% | -0.1% | -9% | -20%
COc1ccc(/C=C/C(=O)OCC(=O)NC2CCCC(C)C2C)cc1S(=O)(=O)N1CCOCC1 (configuration not stated) | 9.1% | -52% | 4% | 0.6% | i | -6% | -0.4% | 20% | 12%
CCn1c(=O)cc(SCC(=O)N2CCN(c3ccccc3OC)CC2)c2ccccc21 | 0.4% | 18% | 7% | -1.1% | i | -1% | 0.8% | -45% | 3%
CCSc1cc(C)nc2c(-c3ccccc3)cnn12 | 1.4% | 15% | -1% | 0.0% | i | -2% | 0.2% | -9% | -126%
NC(=O)c1c(/N=C/c2cccnc2)sc2c1CCCC2 | 5.3% | -8% | -27% | -3.2% | i | x | -0.4% | -6% | -19%
CCOc1ccc(CN2CCN(CCCc3ccccc3)CC2CCO)cc1 (configuration not stated) | -0.2% | -34%[20 µM] | 7% | 1.1% | x | -3% | -0.6% | -22% | -30% | Dengue-2 NS5 capping pilot replicate=-7.9
CC(=O)NNC(=O)c1sc(=S)n2c1[nH]c(=O)c1sccc12 | -8.5% | 9% | 46% | 2.0% | i | -9% | 0.4% | -30% | 4%
Cc1ccc(CNC(=O)CS(=O)Cc2nc(-c3ccccc3F)oc2C)cc1 (configuration not stated) | 1.7% | -22% | 2% | 3.0% | x | -7% | -0.7% | 2% | 7%
CCn1c(-c2c[nH]c3ccccc23)n[nH]c1=S | 0.1% | 0% | -23% | 1.2% | i | 1% | 1.1% | -17% | -14%
O=C(CN(Cc1ccco1)C(=O)c1ccc(Cl)cc1)Nc1c(Cl)cc(Cl)cc1Cl | 3.2% | -2% | 11% | 1.4% | i | 2% | -1.1% | -32% | -5%
O=C(COc1ccccc1Cl)NCCCN1CCOCC1 | 0.4% | 50% | 4% | 0.4% | i | -2% | 0.1% | -24% | -5%
Cc1ccc(C)c(NC2=NCC(=O)N2c2ccc3c(c2)OCCO3)c1 | 12% | 4% | 1% | 1.9% | i | -2% | 1.1% | -7% | -31%
Cc1onc(-c2ccccc2)c1C(=O)N[C@@H]1C(=O)N2[C@@H]1SC(C)(C)[C@@H]2C(=O)O | -1.7% | 10% | -2% | 8.4% | x | x | x | -2% | 9%
CC(C)(CO)NCc1cc(Br)ccc1OCc1ccccc1 | -0.8% | -6% | -8% | -4.8% | i | -5% | -0.7% | 7% | 1%
CCN(CC)c1ccc(C(=O)OCC(=O)Nc2ccccc2-c2ccccc2)cc1 | 0.9% | 17% | 18% | 1.4% | i | -1% | 2.4% | 9% | 9%
c1ccc(CCCN2CCN(c3ccccc3)CC2)cc1 | 0.2% | -36%[20 µM] | -10% | 3.2% | x | 5% | -0.7% | 14% | -23%
CCCCNC(=O)CCn1c(=O)c2ccccc2n(CC(=O)Nc2ccccc2OCC)c1=O | -1.8% | -7% | -5% | 5.0% | i | 3% | -0.3% | -15% | 4%
CC(C)C(=O)Nc1ccc(NC(=O)c2ccco2)cn1 | 3.6% | -9% | 3% | 2.0% | i | -2% | 1.8% | -18% | -22%
COC(=O)c1cc(C#N)c(N2CCOCC2)nc1C | -3.1% | -1% | 3% | -1.8% | i | -8% | 0.4% | -7% | 6%
CN1CCN(C(=O)c2ccc(-c3ccccc3)cc2)CC1 | -2.0% | -9% | 18% | 1.1% | x | 2% | -0.6% | 9% | 12%
CCOCCCNC(=O)c1ccc(OC(C)=O)cc1 | -5.7% | 23% | 5% | 1.0% | i | 0% | 0.6% | -21% | 1%
COc1ccc(Cl)cc1NC(=O)NC(C)C(C)(C)C (configuration not stated) | -0.3% | 13% | 2% | 1.0% | i | -9% | -1.5% | -20% | 3%
Cc1ccc(NC(=O)CN(C)C(=O)/C=C/c2cccs2)cc1 | -2.8% | -17% | -1% | -1.4% | i | -3% | -0.2% | -23% | 6%
CCc1nnc(NC(=O)CSc2nnc(CNc3cccc(C)c3)n2-c2ccccc2)s1 | -2.4% | 39% | -4% | 2.4% | i | -13% | -0.3% | -3% | -11%
CCCc1cc(=O)[nH]c(SCC(=O)Nc2ccc(Br)cc2Br)n1 | -0.3% | 7% | -1% | 4.1% | i | -4% | 1.8% | 10% | 11%
COc1ccc(C(=O)Nc2ccc(C(=O)NCCc3ccccc3)cc2)cc1 | 2.6% | -16% | 22% | 1.5% | i | -6% | 0.0% | -2% | 2%
COc1ccc(C(=O)Nc2nc3cc(OC)c(OC)cc3c(=O)[nH]2)cc1 | 7.6% | 13% | -4% | 2.8% | i | 0% | 0.8% | x | -3% | Dengue-2 NS5 capping pilot replicate=2.4
O=C(COc1ccc(=O)n(-c2ccccc2)n1)Nc1ccccc1 | -1.8% | 35% | 1% | -0.9% | i | -2% | 0.0% | -16% | 11%
Cc1csc(NC(=O)CSc2nc(C(C)C)nc3ccccc23)n1 | -5.2% | 4% | -1% | -1.3% | x | -10% | 0.8% | 13% | 5%
Cc1cccc(-n2nc(CC#N)c(C#N)c2N)c1 | -2.8% | 9% | 14% | -2.6% | i | -9% | -0.2% | -19% | -6%
COc1ccc(Nc2nc(CN3CCOCC3)nc3sc4c(c23)CCC(C)C4)cc1OC (configuration not stated) | 0.1% | -18% | 1% | -0.7% | i | x | -0.7% | -12% | 19%
CCC(C)c1ccc(S(=O)(=O)N2CCN(c3ccccn3)CC2)cc1 (configuration not stated) | 3.8% | -46%[20 µM] | 0% | 1.3% | x | -3% | -1.1% | 0% | -16% | Dengue-2 NS5 capping pilot replicate=-0.9
O=C(CSc1nc(O)c(C(c2ccccc2)c2ccccc2)c(=O)[nH]1)N1CCOCC1 | -1.3% | -6% | 0% | 2.5% | i | -5% | 0.6% | -19% | 10%
COc1cccc(N2CC(C(=O)Nc3nnc(SCC(=O)Nc4ccc(NC(C)=O)cc4)s3)CC2=O)c1 (configuration not stated) | -2.8% | 4% | 8% | 1.4% | x | -5% | -0.3% | -9% | 8%
NC(=O)c1ccc(NC(=O)COC(=O)C2CC(=O)N(Cc3ccccc3)C2)cc1 (configuration not stated) | 1.8% | 7% | -1% | -1.9% | i | -4% | 0.6% | -14% | 7%
O=C(C[n+]1cccc(CNC(=O)c2ccc(OC(F)F)cc2)c1)c1ccccc1 | 0.6% | 13% | 0% | -2.0% | i | 3% | 1.1% | -25% | -1%

Of the compounds above, 2 have a furan ring, fused or not:
SMILES | KOR beta-arrestin-1 | KOR beta-arrestin-2 | AID2073 | HIV peptide binding | Yfh1-depleted yeast | Dengue-2 NS5 capping | West Nile virus CPE | NOD1 NF-kB reporter | HEK293 NOD2/NF-kB | others
O=C(CN(Cc1ccco1)C(=O)c1ccc(Cl)cc1)Nc1c(Cl)cc(Cl)cc1Cl | 3.2% | -2% | 11% | 1.4% | i | 2% | -1.1% | -32% | -5%
CC(C)C(=O)Nc1ccc(NC(=O)c2ccco2)cn1 | 3.6% | -9% | 3% | 2.0% | i | -2% | 1.8% | -18% | -22%

Screens from PubChem.
